Screening results (PubChem BioAssay)
PfG6PD inh: PfG6PD (Plasmodium falciparum) enzyme inhibition | PfGluPho enzyme, NADPH resazurin-diaphorase fluorescence | inhibition, % at 20 µM | actives 0.78% (n = 350,000) | AID 504690;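 active = inhibition reaching at least a set limit at 20 µM in the primary screen, cut at about 59% in these data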;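 note: 0% = DMSO wells with substrate and 100% = DMSO wells lacking glucose-6-phosphate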
hIAP act: increases human intestinal alkaline phosphatase activity. activation factor at 10 µM. P09923. purified human IAP, CDP-Star luminescence, 30 min; active compounds read high; 1 = vehicle-only enzyme, 0 = enzyme-free background. actives 0.16% (n = 330,000);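 active = activation factor of the enzyme at least 2-fold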; note: the source names both 10 and 20 µM as test concentration; values of inactives mirror those of a sister screen read the other way
SENP8 inh: SENP8 (human) protease inhibition. Q96LD8. recombinant SENP8, Nedd8 substrate fluorescence. inhibition, % at 20 µM. actives 0.64% (n = 360,000); in the data active = inhibition mostly above about 40%, no sharp cut-off; inactive = mostly below about 27%
Target sequence (Q96LD8 whole entry, looked up): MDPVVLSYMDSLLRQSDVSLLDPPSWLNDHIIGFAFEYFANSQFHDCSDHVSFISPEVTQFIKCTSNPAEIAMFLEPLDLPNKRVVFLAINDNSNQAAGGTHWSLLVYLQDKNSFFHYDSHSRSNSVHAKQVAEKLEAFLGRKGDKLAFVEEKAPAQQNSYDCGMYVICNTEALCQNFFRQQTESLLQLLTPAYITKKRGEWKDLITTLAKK
ATG4B inh: inhibitors of human ATG4B cysteine protease. ATG4B cleavage of LC3-PLA2, NBD-HPC fluorescence, 1 h. actives 0.51% (n = 340,000). Q9Y4P1. inhibition, % at 8.33 µM; in the data active = inhibition above about 40%
Target sequence (Q9Y4P1 whole entry, looked up): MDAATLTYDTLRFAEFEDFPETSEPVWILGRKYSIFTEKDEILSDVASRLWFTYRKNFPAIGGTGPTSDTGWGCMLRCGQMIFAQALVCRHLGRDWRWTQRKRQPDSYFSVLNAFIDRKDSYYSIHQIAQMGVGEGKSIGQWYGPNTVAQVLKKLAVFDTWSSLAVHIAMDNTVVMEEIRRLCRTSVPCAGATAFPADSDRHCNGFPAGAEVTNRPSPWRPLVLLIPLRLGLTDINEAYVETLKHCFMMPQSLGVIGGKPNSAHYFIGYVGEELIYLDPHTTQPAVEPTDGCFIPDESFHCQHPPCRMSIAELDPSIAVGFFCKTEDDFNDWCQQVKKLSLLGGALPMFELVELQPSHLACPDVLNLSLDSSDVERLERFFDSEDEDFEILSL
GRIN3A LBD mod: modulators (binders) of human NR3A ligand-binding domain. NR3A LBD differential scanning fluorimetry, Tm shift; 0% = protein alone, 100% = glycine-bound protein. actives 2.5% (n = 340,000). Tm shift relative to glycine control, % at 25 µM. AID 1259313;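 active = melting temperature shift of at least 10% of the positive control shift, at one fixed dose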
MPTP block: inhibitors of mitochondrial permeability transition pore | actives 1.4% (n = 360,000) | inhibition, % at 10 µM | isolated mouse mitochondria, Ca2+ swelling absorbance, 30 min | AID 602449;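 active = inhibition of 50% or more, scaled per plate between neutral and stimulator controls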;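 note: 0% = DMSO wells given calcium and 100% = 1 mM EGTA wells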
SENP1 inh: inhibitors of human SENP1 SUMO protease catalytic domain; Q9P0U3; recombinant SENP1 catalytic domain, CyPet-SUMO1-YPet FRET cleavage; inhibition, % at 10 µM; actives 0.21% (n = 360,000);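 active = inhibition at least 30% at 10 µM, raw YFP signal under a set limit, fluorescence ratio 0.5 to 1.5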;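 note: 0% = enzyme with DMSO and 100% = no enzyme wells; some results filed as inactive read as strong as hits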
Target sequence (Q9P0U3 419-644 limits assumed): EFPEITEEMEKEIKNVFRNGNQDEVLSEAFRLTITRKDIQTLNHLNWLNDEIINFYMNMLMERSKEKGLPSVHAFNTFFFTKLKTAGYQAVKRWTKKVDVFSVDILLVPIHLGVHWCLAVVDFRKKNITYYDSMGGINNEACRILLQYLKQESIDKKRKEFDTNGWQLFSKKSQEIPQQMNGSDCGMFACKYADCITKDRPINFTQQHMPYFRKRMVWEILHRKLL
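Compound: 10 µM single point, 0.5% DMSO; Test system: hSENP1 catalytic domain, recombinant; Timing: 50 min reaction at room temperature; Technique: FRET, CFP and YFP emission; Control set: no-enzyme wells low, DMSO-plus-enzyme wells high control.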
SENP6 block: SENP6 protease inhibition. Q9GZR1. Recombinant SENP6 catalytic domain, aminoluciferin luminescence. inhibition, % at 10 µM. actives 1.8% (n = 330,000);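 active = inhibition above about 50% at the single tested dose, limit read from the data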;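 note: plate controls were DMSO wells with enzyme for no effect and DMSO wells lacking enzyme for full effect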
* hit, by the source's call. Rows are unselected, and some 6.7% of all compounds hit somewhere here.

Screening N#Cc1ccc(Oc2ccc(NC(=O)C3CC=CCC3C(=O)O)cc2)cc1 (configuration not stated) returned PfG6PD inh -16.1, hIAP act 1.02, SENP8 inh 1.0, ATG4B inh 4.0, GRIN3A LBD mod 2.7, MPTP block -3.1, SENP1 inh -0.4 and SENP6 block 6.4.
`COc1ccc(Cl)cc1C(=O)N/N=C/c1ccc(N2CCOCC2)cc1` gave PfG6PD inh 4.5, hIAP act 1.1, SENP8 inh -364.9, ATG4B inh -5.4, GRIN3A LBD mod -1.7, MPTP block -1.9, SENP1 inh 8.2 and SENP6 block -7.1.
Screening Cc1cc(F)c(F)c(C(=O)NC2CC2)c1Cl returned PfG6PD inh -2.5, hIAP act 0.96, SENP8 inh 0.6, ATG4B inh -0.1, GRIN3A LBD mod 0.8, MPTP block -1.3, SENP1 inh 0.5 and SENP6 block -2.3.
Screening CN(CCc1ccccc1)c1ccc([N+](=O)[O-])cn1 returned PfG6PD inh 8.2, hIAP act 1.11, SENP8 inh 11.0, ATG4B inh 3.7, GRIN3A LBD mod -0.7, MPTP block -0.4, SENP1 inh -2.1 and SENP6 block 21.4.
`COc1ccc(CCNC(=O)c2cc(CC(C)C)on2)cc1OC` gave PfG6PD inh -4.9, hIAP act 1.3, SENP8 inh 5.7, ATG4B inh 0.0, GRIN3A LBD mod 2.1, MPTP block 1.3, SENP1 inh 0.6 and SENP6 block -0.5.
For Cc1ccc(-c2nc(S(=O)(=O)c3ccc(F)cc3)c(SCC(=O)NCC3CCCO3)o2)cc1 (configuration not stated) the results were PfG6PD inh 8.0, hIAP act 1.04, SENP8 inh 8.0, ATG4B inh 11.4, GRIN3A LBD mod -1.7, MPTP block 2.8, SENP1 inh 2.2 and SENP6 block -11.0.
C/C(=C\C(=S)Nc1ccccc1)Nc1ccccc1 was read as PfG6PD inh 16.8, hIAP act 1.03, SENP8 inh -21.3, ATG4B inh 7.0, GRIN3A LBD mod -0.3, MPTP block 0.3, SENP1 inh -2.7 and SENP6 block -9.4.
For CC(=O)Nc1ccc(S(=O)(=O)N2CCN(S(=O)(=O)N3CCCCCC3)CC2)cc1 the results were PfG6PD inh -5.1, hIAP act 0.869, SENP8 inh 5.5, ATG4B inh -1.9, GRIN3A LBD mod 0.2, MPTP block -1.9, SENP1 inh -0.9 and SENP6 block 6.5.
`CCC[C@H]1CN(c2ccc(Br)cc2)C(=O)[C@@H]1CC(=O)Nc1ccc(OC)cc1` gave PfG6PD inh 5.0, SENP8 inh 9.5, MPTP block 1.2 and SENP1 inh 1.4.
Screening CC(OC(=O)c1ccc(-c2ccc([N+](=O)[O-])cc2)o1)C(=O)NC(N)=O (configuration not stated) returned PfG6PD inh -14.0, hIAP act 0.983, SENP8 inh -221.8, ATG4B inh -0.7, GRIN3A LBD mod -0.4, MPTP block -0.4, SENP1 inh 3.5 and SENP6 block -11.6.
Screening O=C(OCCN1C(=O)c2ccccc2C1=O)c1cc(=O)[nH]c2ccccc12 returned PfG6PD inh 4.8, hIAP act 1.24, SENP8 inh -159.4, ATG4B inh -8.1, GRIN3A LBD mod 2.5, MPTP block -1.8, SENP1 inh 2.3 and SENP6 block -14.6.
Screening C/C(=N\NC(=O)C(=O)Nc1cc(C)ccc1C)c1ccncc1 returned PfG6PD inh 0.5, hIAP act 0.987, SENP8 inh 14.7, ATG4B inh 0.9, GRIN3A LBD mod -0.1, MPTP block 0.8, SENP1 inh -3.3 and SENP6 block -8.3.
Cc1ccc(-c2n[nH]c(=S)n2/N=C/C=C/c2ccccc2[N+](=O)[O-])cc1 was read as PfG6PD inh 28.4, hIAP act 1.01, SENP8 inh 32.0, ATG4B inh 1.4, GRIN3A LBD mod 1.5, MPTP block 1.4, SENP1 inh -2.0 and SENP6 block -15.6.
Screening Cc1ccccc1NC(=O)NCc1ccc2c(c1)OCO2 returned PfG6PD inh -4.1, hIAP act 0.952, SENP8 inh 19.9, ATG4B inh 0.5, GRIN3A LBD mod 1.0, MPTP block 3.2, SENP1 inh 1.9 and SENP6 block 4.5.
Screening Cc1nn(CCc2nn[nH]n2)c2nc(C(F)(F)F)cc(C(F)(F)F)c12 returned PfG6PD inh -18.7, hIAP act 0.962, SENP8 inh -392.5, ATG4B inh 11.1, GRIN3A LBD mod -0.2, MPTP block -0.6, SENP1 inh -2.2 and SENP6 block 4.7.
Screening O=C(CSc1nnc(-c2cccs2)o1)NCC1CN(Cc2ccccc2)CCO1 (configuration not stated) returned PfG6PD inh 2.2, hIAP act 0.985, SENP8 inh 3.3, ATG4B inh 7.7, GRIN3A LBD mod 2.0, MPTP block 2.2, SENP1 inh -0.5 and SENP6 block -20.2.
For O=C1/C(=C/c2ccccc2)SC(=S)N1CCCC(=O)N1CCCCC1CCO (configuration not stated) the results were PfG6PD inh -4.0, hIAP act 1.03, SENP8 inh 9.0, ATG4B inh 2.3, GRIN3A LBD mod -0.9, MPTP block 0.6, SENP1 inh 1.8 and SENP6 block 12.7.
Screening c1ccn2cc(CSC3=NCCS3)nc2c1 returned PfG6PD inh -11.7, hIAP act 1.05, SENP8 inh 7.4, ATG4B inh -14.1, GRIN3A LBD mod 2.9, MPTP block 1.3, SENP1 inh -2.7 and SENP6 block 1.2.
For N#Cc1nnn(Cc2ccccc2)c1N the results were PfG6PD inh 6.8, hIAP act 1.04, SENP8 inh 2.9, ATG4B inh -8.5, GRIN3A LBD mod -3.5, MPTP block 0.1, SENP1 inh -2.4 and SENP6 block 6.6.
Screening COc1ccc(OC)c(-n2c(-c3cc(-c4ccco4)[nH]n3)n[nH]c2=S)c1 returned PfG6PD inh 34.2, hIAP act 1.65, SENP8 inh 9.4, ATG4B inh 12.3, GRIN3A LBD mod 1.7, MPTP block 0.0, SENP1 inh -3.7 and SENP6 block 24.1.
`CC(=O)N1CCN(S(=O)(=O)c2cccc(C(=O)OCC(=O)NC(=O)c3cccn3C)c2)CC1` gave PfG6PD inh 5.6, hIAP act 0.969, SENP8 inh -5.6, ATG4B inh -10.0, GRIN3A LBD mod -0.9, MPTP block 0.3, SENP1 inh -3.3 and SENP6 block 1.7.
Screening COc1ccc(NS(=O)(=O)c2cc(NC(=O)c3ccccn3)ccc2OC)cc1Br returned PfG6PD inh -16.3, hIAP act 1.03, SENP8 inh -4.3, ATG4B inh -48.1, GRIN3A LBD mod 4.3, MPTP block -0.8, SENP1 inh 0.6 and SENP6 block 4.7.
COc1ccc(-n2ncc3c2CC(C)(C)CC3NC(=O)c2c(C)cc(=O)oc2C)cc1 (configuration not stated) was read as PfG6PD inh -9.9, hIAP act 1.22, SENP8 inh 12.8, ATG4B inh 4.2, GRIN3A LBD mod -3.1, MPTP block -1.5, SENP1 inh -0.1 and SENP6 block -6.1.
O=C(NC1CCCCCCC1)C1c2ccccc2C(=O)N1Cc1cccs1 (configuration not stated) was read as PfG6PD inh -30.8, hIAP act 0.77, SENP8 inh -0.4, ATG4B inh 5.4, GRIN3A LBD mod -0.8, MPTP block -0.4, SENP1 inh -0.4 and SENP6 block 20.5.
`COc1ccc(NC(=O)c2coc3ccccc23)cc1OC` gave PfG6PD inh 6.9, hIAP act 1.03, SENP8 inh 5.5, ATG4B inh -8.2, GRIN3A LBD mod -59.2, MPTP block 0.0, SENP1 inh -0.7 and SENP6 block -2.7.
Screening COc1cc(-c2cn[nH]c2N)cc(OC)c1OC returned PfG6PD inh 8.5, hIAP act 0.826, SENP8 inh 15.1, ATG4B inh -5.2, GRIN3A LBD mod 0.8, MPTP block -0.4, SENP1 inh -13.1 and SENP6 block -10.2.
`CCOC(=O)c1ccc2c(c1)C1C=CCC1C(C(=O)OCC)N2` (configuration not stated) gave PfG6PD inh 15.3, hIAP act 1.14, SENP8 inh -41.9, ATG4B inh -2.1, GRIN3A LBD mod -2.2, MPTP block 8.1, SENP1 inh -29.5 and SENP6 block -13.6.
C=CCN(C(=O)CCC(=O)Nc1cc(C)on1)C(C(=O)NC(C)(C)C)c1ccc(OC)cc1 (configuration not stated) was read as PfG6PD inh 7.2, hIAP act 0.968, SENP8 inh 4.3, ATG4B inh -5.4, GRIN3A LBD mod 0.3, MPTP block 1.7, SENP1 inh 6.2 and SENP6 block 11.1.
`COc1ccc(OC)c(C(C)NS(=O)(=O)c2cccs2)c1` (configuration not stated) gave PfG6PD inh -10.7, hIAP act 0.815, SENP8 inh 11.6, ATG4B inh 3.3, GRIN3A LBD mod 3.7, MPTP block 0.9, SENP1 inh 0.4 and SENP6 block 6.5.
Screening NS(=O)(=O)c1cccc(NC(=O)CSc2nc3ccccc3c(=O)n2Cc2ccco2)c1 returned PfG6PD inh -3.2, hIAP act 1.33, SENP8 inh -11.9, ATG4B inh -15.6, GRIN3A LBD mod -0.8, MPTP block 0.4, SENP1 inh -0.1 and SENP6 block -1.5.
`COc1ccc(NS(=O)(=O)c2ccc(O)c(NC(=O)c3ccc(S(=O)(=O)N4CCCCCC4)cc3)c2)cc1` gave PfG6PD inh -42.6, hIAP act 0.77, SENP8 inh 20.6, ATG4B inh 7.8, GRIN3A LBD mod 16.1*, MPTP block 65.9*, SENP1 inh 4.5 and SENP6 block 8.7.
Cc1cc(C)n(-c2nc(NCC(C)O)c3c4c(sc3n2)COC(C)(C)C4)n1 (configuration not stated) was read as PfG6PD inh 3.3, hIAP act 1.07, SENP8 inh -326.5, ATG4B inh -7.7, GRIN3A LBD mod 0.4, MPTP block 0.3, SENP1 inh -7.6 and SENP6 block -1.6.
Screening CC(C(=O)Nc1ccccc1Br)N1c2cccc3cccc(c23)S1(=O)=O (configuration not stated) returned PfG6PD inh 39.8, hIAP act 1.05, SENP8 inh -466.8, ATG4B inh -12.4, GRIN3A LBD mod -2.7, MPTP block -0.4, SENP1 inh -2.8 and SENP6 block -4.8.
For COc1ccc(/C=C2\SC(=S)N(CCC(=O)NC3C=CS(=O)(=O)C3)C2=O)cc1 (configuration not stated) the results were PfG6PD inh -11.8, hIAP act 1.1, SENP8 inh 20.0, ATG4B inh 2.0, GRIN3A LBD mod 2.6, MPTP block 0.4, SENP1 inh -25.7 and SENP6 block 7.0.
Screening COc1cc(C(=O)N/N=C/c2sc(N3CCOCC3)nc2-c2ccccc2)cc(OC)c1OC returned PfG6PD inh -14.8, hIAP act 1.02, SENP8 inh -415.1, ATG4B inh -4.7, GRIN3A LBD mod -3.1, MPTP block 2.2, SENP1 inh -84.3 and SENP6 block 15.9.
`CCn1ccnc1CN1CCCC(C(=O)c2ccc3c4c(cccc24)CC3)C1` (configuration not stated) gave PfG6PD inh 2.3, hIAP act 0.987, SENP8 inh -49.4, ATG4B inh 11.1, GRIN3A LBD mod -3.3, MPTP block -0.1, SENP1 inh -3.4 and SENP6 block 9.4.
For Cn1sc(NC(=O)c2ccc(Cl)cc2)nc1=O the results were PfG6PD inh 45.8, hIAP act 0.977, SENP8 inh 18.0, ATG4B inh -8.8, GRIN3A LBD mod 4.0, MPTP block -3.7, SENP1 inh 0.8 and SENP6 block -7.2.
Screening CC(=O)Oc1ccc(CC(C(=O)O)N2C(=O)c3ccccc3C2=O)cc1 (configuration not stated) returned PfG6PD inh -13.7, hIAP act 1.06, SENP8 inh 22.6, ATG4B inh 0.5, GRIN3A LBD mod -4.5, MPTP block -1.8, SENP1 inh 1.8 and SENP6 block 14.8.
